# IEC-6 tox = cytotoxicity in IEC-6 intestinal epithelial cells, primary screen, cytotoxicity control for KLF5 inhibitor project, cell-based, luminescence; 290,000 compounds, 0.78% hits; inhibition, % at 5 µM; IEC-6 cytotoxicity, luminescence viability; in the data active = inhibition above about 22%;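 note: 0% = plate median of test compound wells and 100% = cytotoxic reference compound wells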
# HSF1 activator = HSF-1 activators, primary screen, NIH3T3-HGL cells, MG132 stress, luminescence, single point. NIH3T3-HGL HSF-1 luciferase reporter, 8 h; 100% = twice DMSO control signal. activation, % at 9 µM. 300,000 compounds, 1.7% hits;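 active = mean replicate activation of at least 50% with a set share of replicates each reaching 50%; inconclusive = only one of those two conditions met; inactive = mean below 50% and too few replicates reaching it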;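 note: 0% = median of the neutral control wells and 100% = twice that signal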
# aSyn 5UTR inh = MLPCN primary screen, SNCA 5' untranslated region. alpha-synuclein 5'UTR reporter, inhibitor activity. inhibition, % (tested at 7.5 µM). 300,000 compounds, 0.82% hits. AID 1813, 2009; in the data active = inhibition above about 60%; inconclusive = no clear call, values can overlap the other calls;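 note: H4 neuroglioblastoma cells stably carrying SNCA 5'UTR luciferase fusion; 0% = DMSO wells and 100% = positive control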
# SKKanGAS inh = S. pyogenes SKKanGAS growth inhibitors in kanamycin, primary screen, streptokinase expression inhibitor project, SKKanGAS strain, BacTiter-Glo luminescence; 6 h; inhibition, % at 7.5 µM; 300,000 compounds, 1.3% hits;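 active = mean replicate score, as percent of positive control median, at least 50; inconclusive = mean below 50 but one replicate at or above 50; inactive = mean and every replicate below 50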;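 note: strain carries kanamycin resistance gene driven by streptokinase promoter and grows in 40 µg/ml kanamycin; loss of luminescence reflects streptokinase promoter inhibition or plain growth inhibition; 0% = median of DMSO wells and 100% = positive control at its reference dose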
# HIF activator = HIF pathway transcriptional activators, primary screen, cell-based, U2OS HRE-luciferase, luminescence; U2OS HRE-luciferase reporter; normalized: DMSO 0%, desferrioxamine 100%; activation, % at 7.5 µM (by protocol); 300,000 compounds, 0.32% hits;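 active = mean activation of at least 10% of the iron chelator positive control signal, with at least half of replicates also reaching 10%; inconclusive = mean and replicate majority disagree about reaching 10%; inactive = mean and most replicates under 10%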
# HSF1 inhib = HSF1 inhibitors in luciferase reporter cells, primary screen, cell-based, NIH3T3, luminescence; NIH3T3-HGL HSE-luciferase, MG132-induced, luminescence 8 h; hits give low values; activity change, negative = inhibition, % at 7.5 µM (by protocol); 300,000 compounds, 0.77% hits; AID 2098, 2009;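 active = more than half of replicate wells show activity change below -50%, luminescence cut by over half; inconclusive = some wells, but at most half, below -50%; inactive = no replicate well below -50%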;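 note: luciferase reports HSF-1 transcriptional activity via heat shock element; 0% = median of DMSO wells and -100% = zero luminescence signal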
# AI-2 QS mod = Vibrio harveyi AI-2 quorum sensing modulators, primary screen, JMH597 strain, luminescence/OD600 ratio | Vibrio harveyi JMH597 AI-2 luminescence/OD600 ratio, 9 h; hits give low values; strain lacks LuxN and CqsS sensors; 0 = neutral-control median | activity change, % at 7.5 µM | 300,000 compounds, 0.4% hits | AID 2094, 2009; in the data active = activity change below about -75%, passing the limit was not always enough; inconclusive = no clear call, values can overlap the other calls;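 note: luminescence divided by OD600 gain over 9 h not by final OD600 alone; inactives centre near 13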
# Platelet DG rel = inhibitors of platelet dense granule secretion, primary screen, cell-based, MLPCN, human platelets. 300,000 compounds, 0.22% hits. human platelet-rich plasma, SFLLRN dense granule ATP release, luminescence. inhibition, %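 (compounds screened at 7.5 µM in platelet-rich plasma)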;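 active = mean replicate score, as percent of positive control, at or above 50; inconclusive = mean below 50 but at least one replicate at or above 50; inactive = mean and every replicate below 50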
# KLF5 inhibitor = KLF5 expression inhibitors, primary screen, DLD-1 cells, luminescence; DLD-1 KLF5 promoter-luciferase reporter; inhibition, % at 5 µM; 290,000 compounds, 0.23% hits; AID 1700, 2009;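 active = inhibition above a per-plate limit of that plate's mean compound inhibition plus 3 SD, cut at about 60% in these data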;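 note: 0% = DMSO wells and 100% = LY294002 at 200 µM; higher means less KLF5 promoter-driven luciferase light; inactives centre near -14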
# HSP90 refold inh = HSP90 inhibitors, primary screen, cell lysate, luminescence. Heat shock protein HSP 90 (rabbit reticulocyte lysate; luciferase refolding). Rabbit reticulocyte lysate, luciferase refolding luminescence, 3 h. inhibition, % at 5.6 µM. 290,000 compounds, 0.91% hits. AID 1789, 2009;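 active = inhibition above the screen-wide mean plus 3 SD, computed separately per campaign, cut at about 16% in these data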;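 note: 0% = DMSO wells and 100% = 60 µM geldanamycin wells; inhibitors lower the luminescence because luciferase stays unfolded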
# * marks the source's active call; other numbers are inactive results; ? = inconclusive; · = no result given.
SMILES,SKKanGAS inh,HIF activator,HSF1 activator,IEC-6 tox,aSyn 5UTR inh,AI-2 QS mod,KLF5 inhibitor,Platelet DG rel,HSP90 refold inh,HSF1 inhib
O=Cc1ccc(OC(=O)C2CC(=O)N(c3ccc(F)cc3)C2)cc1 (centres undefined),2,0.3,12,1,11,28,-30,-2,-3,-4
Cc1cc(N=Cc2c(O)ccc3cc(Br)ccc23)no1,5,-0.2,4,-4,15,35,-13,-3,-3,-10
Cc1cc(CN2CCCC(N3CCc4ccccc4C3)C2)cc(C)c1O (centres undefined),1,-1.2,-47,-13,14,12,-16,-2,-6,-31
COC(=O)C1=C(C)N(CC2CC2)C(=NCCN2CCOCC2)N[C@H]1c1ccccc1,2,-0.1,-11,-6,2,19,-3,-1,-2,-5
CCCCN1C2CCCC1CC(NC(=O)c1cccc(Cl)c1)C2 (centres undefined),0,0.7,10,-1,-10,1,-5,11,-3,1
CC(Oc1cc(F)ccc1[N+](=O)[O-])C(=O)N(C)CC(=O)Nc1ccccc1C(F)(F)F (centres undefined),-7,-40,1,-1,6,0,-14,-9,-9,-5
COCCNC(=O)/C(C#N)=C/c1ccc(OCc2ccccc2)cc1,0,1.7,13,-4,-141,24,-30,4,6,10
COC(=O)c1ccc(/C=N\n2c(C)nnc2C)cc1,-1,-0.4,2,-3,-3,14,-17,29,-5,-2
COc1ccc(NC(=O)c2nc(C)n(-c3ccc([N+](=O)[O-])cc3)n2)cc1,43,0.0,-4,4,19,10,-12,-1,0,0
CCN(CC)S(=O)(=O)c1ccc(/C=C/C(=O)OCC#N)cc1,1,-0.1,2,2,-5,9,-31,2,-2,0
COc1ccc2oc(C(=O)NCCc3ccccc3)c(C)c2c1,-5,-2.5,-44,·,45,15,·,1,·,-35
CCCOC(=O)c1ccc2c(c1)C(=O)N(c1ccccc1)C2=O,-4,0.0,22,-1,14,4,-17,-25,-4,-2
O=C1N/C(=C\c2ccc(O)cc2)C(=O)c2ccccc21,-5,0.7,-25,-1,-12,25,-16,80*,9,-14
Cc1ccc(C(C)C)c(OCC(=O)N/N=C/c2ccc(S(=O)(=O)O)o2)c1,-3,-0.5,0,1,23,11,-16,-7,0,-3
O=C(CN1CCC(n2nnc3ccccc32)CC1)Nc1ccc2c(c1)CCC2,-6,-0.6,4,-1,-3,36,14,-2,2,-2
CCOC(=O)Cn1c(=O)oc2cc(S(=O)(=O)NCc3ccccn3)ccc21,-7,-0.1,-4,-2,-22,11,-3,2,-3,-1
COc1ccc(C(=O)Nc2cc(C)nn2-c2cccc(F)c2)cc1,-1,0.2,1,3,-7,18,-29,6,-2,-4
CCN(CC(=O)Nc1ccccc1OC)C(=O)CCOc1ccc(C(C)(C)C)cc1,3,-0.6,-7,·,4,8,·,-3,·,-3
Cc1cc([N+](=O)[O-])nn1CCCC(=O)NCc1ccc(F)cc1,-4,-1.2,-9,-1,-1,7,-22,2,3,-1
Cc1ccccc1-c1nc(CS(=O)(=O)CC(=O)NCCc2ccccc2)c(C)o1,7,0.0,-20,-1,15,3,-5,-7,2,6
COc1ccccc1NS(=O)(=O)c1cn(C)cn1,0,0.1,-10,-4,-2,14,-28,-3,1,0
CCOC(=O)N1CCN(C(=O)CSc2nc3c([nH]c4ccccc43)c(=O)n2C)CC1,-1,-0.1,14,-10,6,3,-21,18,-1,0
CN(C)S(=O)(=O)c1ccc(NC(=O)N2CCN(c3ccccc3)CC2)cc1,1,-0.5,0,-4,2,8,-6,-3,1,-11
COc1cc(CN2CCC(C(=O)N3CCN(c4ccccc4F)CC3)CC2)cc(OC)c1O,1,-0.1,-2,-5,10,9,-56,2,-2,0
Oc1c(C(Nc2ccccn2)c2cccnc2)cc(Cl)c2cccnc12 (centres undefined),95*,-0.5,5,1,52,-71,3,-16,5,1
COc1ccc(Cl)cc1NC(=O)C1(c2cccs2)CCOCC1,-1,0.0,-1,-1,-10,19,1,2,1,-3
CCN(CC)S(=O)(=O)c1cccc(C(=O)c2c(C)cc3ccccn23)c1,6,-0.2,15,0,38,19,-26,-2,-3,2
CS(=O)(=O)c1ccccc1-c1nc(-c2cc(C(F)(F)F)cc(C(F)(F)F)c2)no1,-7,0.1,10,-6,16,23,-10,4,-1,4
CC1CCCCN1CCCNC(=O)c1nn(C)c2c1CS(=O)(=O)c1ccccc1-2 (centres undefined),0,-0.3,-2,-2,3,·,2,0,-1,-5
CCC(Nc1ccc(OC)cc1)C(=O)N/N=C/c1ccc([N+](=O)[O-])cc1 (centres undefined),-6,0.8,4,-4,-2,20,4,0,-1,7
Cn1c(SCC(=O)c2ccccc2)nnc1-c1cccs1,4,2.5,29,0,-102,5,-7,-8,3,22
CCOCCc1nnc(NC(=O)c2cc(OC)c(OC)cc2[N+](=O)[O-])s1,2,-0.5,-2,0,10,-6,-1,6,2,-1
CN(C)CCCN(C(=O)c1ccc2c(c1)CCCC2)c1nc2ccc(Cl)cc2s1,2,-1.0,7,1,-70,13,-4,-5,-6,-1
O=C(CCc1nnc(-c2ccccc2)o1)NCC1CCN(C2CCCC2)CC1,-3,0.9,·,-8,-18,18,-27,0,1,·
CC(=O)c1c(C)n(-c2ccc(C)cc2)c2ccc(O)cc12,3,1.0,-12,-10,2,-3,-1,-11,6,-12
CCOc1ccc(C(CC(=O)O)NC(=O)c2cccs2)cc1OC (centres undefined),-4,0.0,-39,2,23,9,-1,-32,3,-25
CCN(CC)S(=O)(=O)c1ccc2oc(Nc3ccc4c(c3)OCCO4)nc2c1,2,0.6,31,1,3,9,-22,-2,2,11
COc1ccc(C(=O)OC2CCN(c3ncc(C(F)(F)F)cc3Cl)CC2)cc1,?,-0.2,1,6,3,10,-32,-3,-1,1
CCc1ccc2oc(C(=O)Nc3cccnc3)c(C)c2c1,-2,4.3,48,4,-220,19,-153,4,3,21
C=CCNC(=O)C(C)N1C(=O)c2ccccc2C1=O (centres undefined),6,-1.0,42,0,-11,40,-16,-1,-1,1
O=C(NCCCCc1ccccc1)Nc1ccc(F)cc1F,0,0.9,7,-7,-24,11,-44,-3,-4,10
CC(CCc1ccccc1)NC(=O)c1ccccc1Cl (centres undefined),5,0.1,24,0,-1,7,-25,-11,-1,10
Clc1ccc2nc(CSCc3ccccc3)cn2c1,-6,1.6,37,-3,-167,-5,-120,4,0,32
O=C(NN1C(=O)c2ccccc2C1=O)C1CCCCC1,-1,-31,-2,-1,8,17,-33,2,2,-5
CC(/C=C/c1ccccc1)=N\Nc1nc2c(c(=O)[nH]c(=O)n2C)n1CCO,-9,1.2,-5,4,-8,-5,-12,6,5,-2
COc1ccc(-c2nn(CCC(=O)O)cc2CCC(=O)O)cc1,-3,-0.3,-13,1,5,22,-32,-1,-2,-2
O=C(N1CCCC1)C12CC3CCC(CC(C3)C1)C2,9,0.8,45,-2,34,4,-26,0,1,14
CC(C)C(CCN1C(=O)c2ccccc2C1=O)c1ccco1 (centres undefined),-3,0.0,15,3,6,16,2,6,0,-6
Cc1cccc(NC(=O)Cn2cc(C=O)c3ccccc32)c1,3,2.1,3,3,3,17,-8,6,-1,0
Cc1ccc(C)c(NC2=NS(=O)(=O)c3ccccc32)c1,-3,-0.6,9,-3,23,23,-34,0,2,2
COC(=O)C1=C(NC(=O)c2ccc(C)c(C)c2)CCS1,-4,1.5,8,1,-76,20,-47,2,-2,1
CCNC(=O)COc1ccc(S(=O)(=O)Nc2ccccc2)cc1,3,-0.2,0,-4,-2,78,-30,-1,5,-5
COc1ccc(NC(=O)O/N=C/c2ccc(N(C)C)cc2)cc1,-11,5.2,1,1,-51,-34,-7,-2,-3,3
O=S(=O)(c1cccc2cccnc12)N1CCOCC1,0,·,·,3,·,2,-8,2,-2,·
CSCCC(NC(=O)OCc1ccccc1)C(=O)NCc1cccnc1 (centres undefined),7,-8.5,4,9,-9,9,-26,2,-4,-8
COc1cc(OC)cc(C(=O)N2CCN(C(=O)c3cccc(F)c3)CC2)c1,5,-0.8,-3,-4,14,6,-6,-1,3,-3
CC(C(=O)NC1CCCC1)N(C(=O)c1snc(C(N)=O)c1N)c1ccc2c(c1)OCCO2 (centres undefined),-4,0.2,5,-2,1,2,-44,-8,-2,-14
COC(=O)[C@@H](NC(=O)NCc1ccco1)C(C)C,2,-0.4,-7,-1,-5,2,-23,8,-2,-5
O=C(C[n+]1cc[nH]c1)c1ccc(Cl)cc1,-4,0.9,6,0,2,28,-24,1,-2,-2
CCN(Cc1ccccc1)C(c1cc2cc(C)ccc2[nH]c1=O)c1nnnn1CCOC (centres undefined),-2,-0.9,-17,3,-16,11,-2,12,2,-10

# More compounds follow:
SMILES,SKKanGAS inh,HIF activator,HSF1 activator,IEC-6 tox,aSyn 5UTR inh,AI-2 QS mod,KLF5 inhibitor,Platelet DG rel,HSP90 refold inh,HSF1 inhib
O=[N+]([O-])c1ccc(Oc2cccc3cccnc23)c([N+](=O)[O-])c1,0,-0.1,9,8,-17,16,-18,-1,0,10
c1ccc(Sc2ncnc3c2oc2ccccc23)nc1,·,3.5,·,-4,-195,13,-56,-9,-1,·
S=c1[nH]nc(-c2cc(-c3ccccn3)nc3ccccc23)o1,27,-0.2,3,10,9,22,-17,-1,0,1
Cc1cc(-c2cc(-c3ccc(Cl)cc3)nc(N)c2C#N)co1,17,-0.3,-21,-12,42,-1,-12,-7,3,-2
CCOc1ccc(/C=C/C(=O)NCc2ccccc2)cc1,-7,0.4,16,-2,-2,-34,8,-2,-2,4
CCOC(=O)c1c(C)n(C)c2ccc(OC(C)=O)cc12,-9,0.6,-4,0,4,3,-22,0,-2,2
O=C(NN1CC(=O)N(c2cc(Cl)cc(Cl)c2)CC1=O)c1sccc1Cl,-3,-0.1,24,-6,36,22,-10,-5,-4,3
COc1ccc2nc(NC(=O)C3CCCO3)sc2c1 (centres undefined),0,1.0,31,-5,-87,7,-189,1,3,12
O=C(c1ccco1)N1CCN(C(=O)c2cc3c(=O)oc4ccccc4c3s2)CC1,-1,0.1,15,-1,6,9,-20,1,2,-3
O=C(CSc1ncccn1)N1CCCc2ccccc21,·,1.6,-10,0,-19,36,2,1,-6,8
CCCCCC(=O)Nc1nc(C)c(-c2csc(Nc3ccc(Cl)cc3)n2)s1,17,-3.1,-9,7,-55,14,-13,9,9,1

# Screening results (PubChem)
